# EPAC2 agonist: qHTS for Agonist of cAMP-regulated guanine nucleotide exchange factor 4 (EPAC2): primary screen; Rap guanine nucleotide exchange factor 4 (Homo sapiens), Q8WZA2; EPAC2 activation, biochemical qHTS; response scale: 100% = 6.5 mM cAMP response; Potency, µM (doses to about 154 µM), without a hit: top-dose activation, actives largely listed as activators; actives 0.079% (n = 360,000); AID 720711, 2013; further: potency means the concentration at half of the fitted maximal effect; nearly all actives have a fitted effect of over 50% in size
# Target sequence (Q8WZA2 whole entry, looked up): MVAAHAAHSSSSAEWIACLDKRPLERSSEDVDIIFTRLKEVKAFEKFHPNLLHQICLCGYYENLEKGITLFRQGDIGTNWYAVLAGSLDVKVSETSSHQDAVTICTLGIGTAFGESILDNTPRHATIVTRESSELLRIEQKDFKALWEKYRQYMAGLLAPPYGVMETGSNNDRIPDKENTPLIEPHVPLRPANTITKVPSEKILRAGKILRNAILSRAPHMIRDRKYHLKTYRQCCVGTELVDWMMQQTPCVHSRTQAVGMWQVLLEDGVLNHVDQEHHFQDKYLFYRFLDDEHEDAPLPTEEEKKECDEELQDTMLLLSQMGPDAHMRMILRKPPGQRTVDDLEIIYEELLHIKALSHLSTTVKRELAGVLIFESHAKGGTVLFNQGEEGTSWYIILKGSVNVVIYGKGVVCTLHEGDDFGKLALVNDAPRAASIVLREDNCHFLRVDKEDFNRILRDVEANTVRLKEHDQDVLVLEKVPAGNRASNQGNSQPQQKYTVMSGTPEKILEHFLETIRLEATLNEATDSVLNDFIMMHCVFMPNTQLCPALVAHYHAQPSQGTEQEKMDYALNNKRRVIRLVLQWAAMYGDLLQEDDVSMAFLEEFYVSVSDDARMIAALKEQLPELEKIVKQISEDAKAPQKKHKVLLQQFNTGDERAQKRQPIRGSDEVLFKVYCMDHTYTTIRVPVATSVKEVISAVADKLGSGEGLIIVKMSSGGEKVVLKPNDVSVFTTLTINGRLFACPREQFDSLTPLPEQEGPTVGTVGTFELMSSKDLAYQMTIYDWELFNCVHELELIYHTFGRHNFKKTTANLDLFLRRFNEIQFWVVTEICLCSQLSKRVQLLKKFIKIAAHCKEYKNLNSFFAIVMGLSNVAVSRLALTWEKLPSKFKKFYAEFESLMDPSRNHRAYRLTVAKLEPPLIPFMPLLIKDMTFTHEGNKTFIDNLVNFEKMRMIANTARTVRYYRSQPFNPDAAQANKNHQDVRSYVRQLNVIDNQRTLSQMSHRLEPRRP
#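 EPAC2 (100 nM) mixed with Rap1B loaded with BODIPY-GDP (250 nM) plus 50 uM unlabeled GDP; compounds pinned in, 5 min RT, then read every 5 min for 30 min (ex 480, em 540 nm). Normalized to cAMP control.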
# Akt phos inh: HTS Assay for Inhibitors of Akt Phophorylation: Primary Screen; Neuro2A IGF-stimulated pAkt S473 HTRF, 20 min; hits give low values; activity change, % for hits at 50 µM; actives 0.32% (n = 360,000); AID 651550, 2012; in the data active means activity change below about -80%; inconclusive means mostly about -51% to -80%; further: on the % scale 0 is the no-effect control and ±100 the full control effect
#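 Single-point screen (50 µM final compound) in Neuro2A cells stimulated 20 min with 6 nM IGF at 37 deg C. After lysis, Ser473-phosphorylated Akt read by HTRF (ex 330 nm, em 615/665 nm) as the 665/615 ratio.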
# D3 ag: qHTS of D3 Dopamine Receptor Agonist: qHTS; D(3) dopamine receptor (Homo sapiens), P35462; D3R DiscoveRx beta-arrestin cells, luminescence, 90 min; max activation, %; actives 0.58% (n = 410,000); AID 652048, 2013; in the data active means max activation above about 30%; further: 0% is about no effect; mostly tested at two doses, the higher about 12 µM
#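 Agonist-mode cell screen: cells plated at 1500/well and incubated overnight at 37 °C, then exposed to library compounds for 90 min at 37 °C. Detection reagent was added for 30–60 min at room temperature, and luminescence was read.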
# EPAC2 antagonist: qHTS for Antagonist of cAMP-regulated guanine nucleotide exchange factor 2 (EPAC2): primary screen; Rap guanine nucleotide exchange factor 4 (Homo sapiens), Q8WZA2; EPAC2 GEF exchange of Rap1B-BODIPY-GDP, fluorescence; Potency, µM (titrated, usually from 114 µM), inactives show at the top dose activity, negative = inhibition, usual class: inhibitors; actives 0.18% (n = 360,000); further: potency means the concentration at half of the fitted maximal effect; on the % scale 0 is the no-effect control and ±100 the full control effect; nearly all actives have a fitted effect of over 45% in size; many of its hits are not listed in these tables
# PTHR1 agonist: qHTS for PTHR1 Agonists: Primary Screen; Parathyroid hormone/parathyroid hormone-related peptide receptor (Homo sapiens), Q03431; AID 743266, 2014; actives 0.075% (n = 410,000); HEK293 GP2 PTHR1 cells, GloSensor cAMP luminescence, 1 h; Potency, µM (titrated, usually from 115 µM), without a hit: at the highest dose activation, actives largely listed as activators; further: potency means the concentration at half of the fitted maximal effect; nearly all actives have a fitted effect of over 55% in size; some results filed as inactive show a strong effect at the top dose; inactives centre near -15; many of its hits are not listed in these tables
#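 HEK-293-derived GP2 cells expressing PTHR1 and a GloSensor cAMP reporter, 3,000/well, plated overnight, given luciferin plus IBMX (each 0.5 mM as added) for 1 h at 37 °C, then compound for 1 h at 37 °C. Luminescence was read after 15 min at room temperature.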
# MmCpn inh: Inhibitors of TCP-1 ring complex (TRiC) of Methanococcus maripaludis (MmCpn): qHTS; purified Mm-Cpn ATPase, ADP Transcreener TR-FRET; Potency, µM (titrated, usually from 76.9 µM), for inactives: at the highest dose activity, negative = inhibition, most hits filed as inhibitors; actives 0.031% (n = 330,000); further: potency means the concentration at half of the fitted maximal effect; on the % scale 0 is the no-effect control and ±100 the full control effect; nearly all actives have a fitted effect of over 80% in size
#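 Purified archaeal chaperonin (25 nM final) was preincubated with compound for 10 min at 37°C, then ATP (10 uM final) was added for 30 min at 37°C in Tris pH 7.4/KCl/MgCl2/DTT buffer. ADP was quantified by HTRF Transcreener TR-FRET.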
# D3 antag: qHTS of D3 Dopamine Receptor Antagonist: qHTS | D3R cells, DiscoveRx beta-arrestin luminescence, antagonist mode; hits give low values | AID 652054, 2013 | max response, negative = inhibition, % | D(3) dopamine receptor (Homo sapiens), P35462 | actives 2.5% (n = 360,000); in the data active means max response below about -50%; inconclusive means no clear call, values can overlap the other calls; further: on the % scale 0 is the no-effect control and ±100 the full control effect; mostly tested at two doses, the higher about 12 µM
#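 Cells expressing the human receptor were seeded at 1500 cells/well, incubated overnight at 37 degrees C in 5% CO2, then exposed to library compounds with dopamine controls for 90 minutes at 37 degrees C before luminescent detection.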
# CCT modulator: High-Throughput Screening for Modulators of Cytosolic Chaperonin Activity | purified chaperonin ATPase assay, HTRF ADP detection, 30 min | activity change, % (test concentration not listed), hits read low | actives 0.3% (n = 360,000); in the data active means activity change below about -30%; further: on the % scale 0 is the no-effect control and ±100 the full control effect
#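 We incubate TRiC, 40 or 20 nM final, with library compounds at 76 uM and 10 uM ATP for 30 min at 37 °C. ADP formed is detected with Transcreener HTRF reagents after 30 min at room temperature.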
# Numbers without * were called inactive; i = inactive; u = inconclusive; x = no result given; [ ] = another dose, or the depositor's remark. Unless noted, the call rests on the fitted dose curve; in most records, active means well fitted curve in the direction sought with a large enough effect; inconclusive means small, poorly fitted or top-dose-only effect, or another doubt; inactive means no such curve, though single readings can be large; an effect the other way counts as inactive or inconclusive. These rows are one share of the data; the hit share may differ from the screen's.
SMILES,EPAC2 agonist,Akt phos inh,D3 ag,EPAC2 antagonist,PTHR1 agonist,MmCpn inh,D3 antag,CCT modulator
O=C(NCCO)c1ccc(-c2cnc3cccnn23)cc1,-3%,i,5,16%,-1%,x,2,0.6
COc1ccc(C(=O)Nc2cccc(C(=O)NCc3ccco3)c2)cc1,6%,i,4,10%,i,2%,-1,-4.2
Cn1nc(C(=O)NCC2CCCO2)c2ccccc2c1=O (configuration not stated),6%,i,21,15%,-3%,1%,-26,-1.3
COc1ccc(-c2ccc3c(c2)C2CC3CCN2)cc1 (configuration not stated),4%,i,10,8%,-1%,x,44,1.3
Cc1cc(NC(=O)CC(C)C)c(=O)n(Cc2c(F)cccc2Cl)c1,15%,i,7,-6%,-10%,0%,-13,-1.4
Cn1nnc2ccccc2c1=O,9%,i,-1,-4%,i,0%,-14,-1.2
CCC1Nc2ncnc(N3CCN(c4ccccc4)CC3)c2N(Cc2ccc(OC)cc2)C1=O (configuration not stated),10%,i,-56,-9%,i,-3%,-149*,0.3
O=C(Nc1c(-c2ccccc2)nc2ccccn12)c1ccco1,9%,i,1,2%[57.1 µM],-19%[57.5 µM],2%,9,1.3
CCOC(=O)C1(CCc2ccccc2)CCN(C(=O)Cc2nonc2C)CC1,8%,i,-6,0%,-23%,1%,-14,1.0
Cc1ccc(-n2c(CCC(=O)O)ccc2-c2cccs2)cc1,3%,i,0,11%,-13%,-9%,-6,-0.8
COc1ccc(C)cc1NC(=O)n1ncc2cc(Cl)ccc21,8%,i,0,3%,i,0%,-16,-1.3
Cc1ccc2nc(CCc3nc4ccc(C)cc4o3)oc2c1,-18%,i,2,-2%,i,1%,12,-10
COc1cc2ccccc2cc1C(=O)NC(=S)Nc1ccc(C(=O)O)cc1,14%,i,5,-6%,-8%,-1%,10,-2.4
COc1ccc(C(=O)/C=C/c2ccc(OC)c(COc3ccccc3F)c2)cc1,12%,i,8,18%,-8%,-1%,17,0.9
COc1cc(NC(=O)CN2C(=O)COc3ccc(S(=O)(=O)N4CCOCC4)cc32)cc(OC)c1,6%,i,4,0%,i,2%,15,-1.8
COc1ccc(NC(=O)c2cc(-c3cc(F)ccc3OC(C)C)n[nH]2)c(OC)c1,4%,i,1,-11%,i,x,43,0.8
O=C(NCCN1CCOCC1)C(=O)NCC1OCCN1S(=O)(=O)c1ccc(Br)cc1 (configuration not stated),0%,i,-1,5%,-20%,1%,0,-2.2
COc1cccc(CN2CCN(Cc3ccc(C)o3)CC2CCO)c1 (configuration not stated),5%,i,-20,7%,9%,-5%,-11,1.1
CCCCNC(=O)C1C(c2ccccc2)=Nc2ccccc2N1C(=O)c1ccc(C(F)(F)F)cc1 (configuration not stated),-14%,i,-1,0%,-28%,x,-10,x
CC(=O)N1N=C(c2cccs2)CC1c1cccs1 (configuration not stated),-2%,i,2,-26%,-5%,-3%,2,2.1
Cc1cc(=O)[nH]c(Nc2ccc(N(C)C)cc2)n1,0%,i,-1,11%,i,-7%,6,0.5
CCN(CC)CCC(c1ccc(N(C)C)cc1)c1c(OC)cc(OC)c2ccc(=O)oc12 (configuration not stated),1%,i,-24,-4%,-2%,-2%,3,-2.0
Cc1ccc(C2NC(=O)c3c(sc4c3CCN(C)C4)N2)o1 (configuration not stated),-5%,i,-6,3%,i,-4%,4,1.6
Cc1ccc2cc(CN(CC3CCCO3)S(=O)(=O)c3ccccc3)c3nnnn3c2c1 (configuration not stated),17%,i,-5,-7%,i,1%,9,-1.8
c1ccc(-n2ncc3c2ncn2nc(CSc4nc5ccccc5s4)nc32)cc1,-3%,i,2,2%,i,-1%,13,1.2
O=C(O)c1c(C(=O)O)c(-c2ccc(F)cc2)n2c1CCC2,7%,i,2,-10%,i,-1%,20,1.5
CCc1ccc(C(=O)CSc2nc(N)cc(=O)[nH]2)cc1,0%,i,3,-2%,-14%,3%,31,1.7
O=C1N(Cc2cccc(Cl)c2)C[C@@H]2C[C@@H](c3c[nH]c4ccccc34)N3CCC[C@@]123,8%,i,0,-1%,i,2%,-19,-2.1
CCC(=O)OC1(C)C(=O)C2=COC(c3ccc(OC)cc3)=CC2=C(Br)C1=O (configuration not stated),26%,i,-8,11%,-5%,-5%,-6,-6.1
CCOC(=O)C1CCN(C(=O)CCc2nc3sc4c(c3c(=O)[nH]2)CCCC4)CC1,2%,i,5,13%,i,-1%,-10,0.6
CCOc1ccc(/C=N\NC(=O)CC(=O)NCCc2ccccc2)cc1,6%,i,3,16%,-4%,-5%,1,-0.5
CC(C)CNC(=O)c1ccc(COc2ccc(Cl)cc2Cl)o1,-12%,i,-5,-6%,-1%[57.5 µM],1%,3,-1.2
CCC(C)(C)n1nnnc1C(c1ccccc1)N1CCN(Cc2ccccc2)CC1 (configuration not stated),2%,i,3,8%,i,-2%,-4,-4.4
COC(=O)c1ccccc1NC(=O)CSc1nc2ccsc2c(=O)n1Cc1ccc(C(=O)O)cc1,7%,i,3,17%,-24%,x,8,1.9
NC(=O)c1ccc(C2SCC(=O)N2Cc2ccccc2)cc1 (configuration not stated),9%,i,-24,3%,-12%,0%,71,0.8
CCN(C(=O)COC(=O)/C=C/c1ccc(S(=O)(=O)N2CCc3ccccc32)cc1)C1CCS(=O)(=O)C1 (configuration not stated),3%,i,-3,-11%,-25%,0%,-21,-0.3
O=C1C=CC(=O)N1Cc1cccnc1,6%,i,3,-1%,i,x,1,-3.0
COc1ccc(CNC(=O)CN(C)CC(=O)Nc2ccccc2Br)cc1,15%,i,1,1%,i,-1%,-20,-2.6
CCOCc1c(C(=O)N2CCN(CCOc3ccc(Cl)cc3)CC2)oc2ccccc12,13%,i,108*,-14%,-24%,-1%,-10,-0.3
C/C(=N\Nc1cccc2cccnc12)c1ccc(N)cc1,-1%,i,4,-8%,i,-1%,10,-9.6

# An excerpt from above in order of length of the SMILES, falling:
SMILES,EPAC2 agonist,Akt phos inh,D3 ag,EPAC2 antagonist,PTHR1 agonist,MmCpn inh,D3 antag,CCT modulator
CCN(CC)CCC(c1ccc(N(C)C)cc1)c1c(OC)cc(OC)c2ccc(=O)oc12 (configuration not stated),1%,i,-24,-4%,-2%,-2%,3,-2.0
Cc1ccc(C2NC(=O)c3c(sc4c3CCN(C)C4)N2)o1 (configuration not stated),-5%,i,-6,3%,i,-4%,4,1.6
Cc1cc(=O)[nH]c(Nc2ccc(N(C)C)cc2)n1,0%,i,-1,11%,i,-7%,6,0.5

# The listing picks up, starting two compounds before the break.
SMILES,EPAC2 agonist,Akt phos inh,D3 ag,EPAC2 antagonist,PTHR1 agonist,MmCpn inh,D3 antag,CCT modulator
CCOCc1c(C(=O)N2CCN(CCOc3ccc(Cl)cc3)CC2)oc2ccccc12,13%,i,108*,-14%,-24%,-1%,-10,-0.3
C/C(=N\Nc1cccc2cccnc12)c1ccc(N)cc1,-1%,i,4,-8%,i,-1%,10,-9.6
O=C(CSc1nccc(=O)[nH]1)Nc1ccc2ccccc2c1,2%,i,7,-15%,-25%,0%,12,-0.1
O=C1CC(NCc2cccs2)C(=O)N1c1ccc(Cl)cc1 (configuration not stated),-3%,i,-4,-2%,i,2%,14,-1.8
O=C(O)CCCn1cc(NC(=O)c2cc(F)c(F)cc2Cl)cn1,19%,i,-16,13%,u,1%,-6,-4.4
CC(C)C[C@H](NC(=O)c1nc[nH]c1C(=O)NC(c1ccccc1)c1ccccc1)C(=O)OCc1ccccc1,1%,i,-3,-1%,-31%[inhibitor],x,-9,-0.5
CCOC(=O)C1(Cc2ccccc2C(F)(F)F)CCN(C(C)CCn2cccn2)CC1 (configuration not stated),-8%,i,-26,-6%,-24%,-11%,-50*,-4.7
CCCCOCCCNC(=S)Nc1ccc(S(=O)(=O)N2CCOCC2)cc1,-4%,i,1,-13%,-68%[inhibitor],0%,-8,-2.0
Cc1cccc(C)c1NC(=O)CN(c1ccccn1)S(=O)(=O)c1ccc(F)cc1,7%,i,-8,5%,i,-4%,-3,-8.4
O=C(NCc1ccccc1)C1CCCN(S(=O)(=O)c2ccc(Br)cc2)C1 (configuration not stated),21%,i,-5,6%,-61%[inhibitor],2%,-16,1.3
CCCS(=O)(=O)N1CCCC(c2nc(-c3cccc(OC)c3)no2)C1 (configuration not stated),16%,i,-3,-4%,-5%,0%,-6,-3.4
CCCCc1cc(=O)oc2c(C)c(OCC(=O)N3C[C@H]4C[C@@H](C3)c3cccc(=O)n3C4)ccc12,4%,i,2,6%,-40%[inhibitor],2%,-10,-1.1
CC(C)CC(=O)NC(=S)N1CCCCCC1,5%,i,5,-2%,i,2%,13,-3.2
COc1ccc(C(OC(=O)c2cccs2)C(=O)NCC2CCCO2)cc1 (configuration not stated),5%,i,8,13%,i,-2%,-8,-1.4
OC1(C#CCCN2CCCCC2)c2ccccc2-c2ccccc21,0%,i,-7,-4%,-19%,u,-3,-0.4
NS(=O)(=O)c1ccc(NC(=O)COC(=O)c2ccc3c(c2)OCCO3)cc1,-7%,i,9,-8%,-11%,2%,-2,-3.4
COc1ccc2c(c1)C(=O)N1[C@H]3c4cc(C)ccc4OC[C@@H]3[C@H](c3ccccc3)[C@]1(C)C(=O)N2,14%,i,-12,-10%,-22%,-10%,u,-1.4
COc1ccc2[nH]c(=O)c(CN(CCc3ccccc3)C(C)=O)cc2c1,-1%,i,-5,-1%,-4%[57.5 µM],-3%,14,-2.0
CCC(Sc1nnc(C)s1)C(=O)Nc1nccs1 (configuration not stated),-1%,i,0,16%,i,-1%,-18,-0.8
Cc1ccc(S(=O)(=O)N(C)c2ccc(OC(C)C(=O)N3CCCC3)cc2)cc1C (configuration not stated),7%,i,2,-5%,-7%,0%,-11,0.6
